# hERG protect: hERG rescue from dofetilide block, primary screen, cell-based, CHO-hERG, FluxOR thallium flux, dofetilide IC70; Voltage-gated inwardly rectifying potassium channel KCNH2 (Homo sapiens), Q12809; dofetilide IC70 present; activation (rescue from dofetilide block), less the hit threshold, % at 10 µM; 310,000 compounds, 0.51% hits; AID 1511, 2009;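 active means activation above the mean of controls blocked by dofetilide plus 5 SD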;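 further: thallium influx through hERG after potassium depolarization seen as dye fluorescence rise; in these data hits start at about 4.7%; inactives centre near -7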
# RGS4 act: RGS4 potentiators or activators, primary screen, cell-based, HEK293 M3R inducible RGS4, calcium flux; B-score at 10 µM; 310,000 compounds, 0.92% hits; carbachol calcium flux Fluo4; active compounds read low;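 active means B-score of the integrated calcium signal more than 4 SD below the library mean, with starting fluorescence not abnormally high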;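 further: negative B-score means reduced calcium response which marks RGS4 activation or potentiation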
#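 System: HEK293 FlpIn-TREx cells, stable M3R, doxycycline-inducible RGS4. Timing: overnight RGS4 induction, 30 min dye load 37 °C, 20 min compound RT. Also added: carbachol, ECmax concentration. Measured by: Fluo4 fluorescence kinetic imaging of calcium. Evaluation: integrated calcium ratio converted to B score.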
# ANO1 activ: TMEM16A chloride channel activators or potentiators, primary screen, cell-based, HTS. B-score at 10 µM. HEK293 TMEM16A/YFP-H148Q/I152L, iodide quench fluorescence; active compounds read low. 340,000 compounds, 0.3% hits. Anoctamin-1 (Mus musculus), Q8BHY3;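 active means fluorescence-ratio B-score plate-corrected deviation score at least 3 library SD below zero, with starting fluorescence score within 5 deviations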;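 further: channel opened by trigger with iodide after compound preincubation; score built on the fluorescence ratio of max minus min over baseline; more negative score means more quench and so TMEM16A activation or potentiation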
# HDAC3 inhib: HDAC3 deacetylase inhibitors, primary screen, biochemical, fluorescence, cell-free homogeneous | Histone deacetylase 3 (Homo sapiens), O15379 | 320,000 compounds, 0.15% hits | inhibition, % at 8.3 µM | recombinant HDAC3, fluorogenic peptide/trypsin coupled; in the data active means inhibition above about 26%, passing the limit was not always enough; inconclusive means no clear call, values can overlap the other calls
# KCNK9 block: KCNK9 potassium channel inhibitors, primary screen, HEK293 cells, thallium flux; AID 488922, 2010; 310,000 compounds, 1.2% hits; B-score at 10 µM; FluxOR thallium flux fluorescence; active compounds read low; Potassium channel subfamily K member 9 (Homo sapiens), Q9NPC2;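 active means ratio B-score over 3 SD below the library mean, with starting fluorescence within 5 SD of its mean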;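 further: negative B-score means less thallium flux so channel inhibition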
# Target sequence (Q9NPC2 whole entry, looked up): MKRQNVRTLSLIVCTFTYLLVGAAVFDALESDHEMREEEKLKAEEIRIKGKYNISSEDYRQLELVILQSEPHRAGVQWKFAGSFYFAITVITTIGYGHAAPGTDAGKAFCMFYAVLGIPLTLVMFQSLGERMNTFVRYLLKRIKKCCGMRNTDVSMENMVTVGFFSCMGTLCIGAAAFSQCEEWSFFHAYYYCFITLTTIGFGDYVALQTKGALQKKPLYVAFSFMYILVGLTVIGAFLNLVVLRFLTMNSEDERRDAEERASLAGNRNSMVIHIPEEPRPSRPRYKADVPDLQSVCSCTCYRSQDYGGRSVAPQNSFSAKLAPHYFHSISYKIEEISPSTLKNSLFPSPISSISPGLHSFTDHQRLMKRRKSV
# KCNK3 block: human KCNK3 channel inhibitors, primary screen, CHO cells, FluxOR thallium flux, B-score; 340,000 compounds, 0.84% hits; B-score at 10 µM; FluxOR fluorescence; active compounds read low; Potassium channel subfamily K member 3 (Homo sapiens), O14649;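 active means B-score under library mean minus 4 SD, starting fluorescence ratio at most library mean plus 5 SD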;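 further: more negative B-score means stronger inhibition of thallium flux through KCNK3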
# Target sequence (O14649 whole entry, looked up): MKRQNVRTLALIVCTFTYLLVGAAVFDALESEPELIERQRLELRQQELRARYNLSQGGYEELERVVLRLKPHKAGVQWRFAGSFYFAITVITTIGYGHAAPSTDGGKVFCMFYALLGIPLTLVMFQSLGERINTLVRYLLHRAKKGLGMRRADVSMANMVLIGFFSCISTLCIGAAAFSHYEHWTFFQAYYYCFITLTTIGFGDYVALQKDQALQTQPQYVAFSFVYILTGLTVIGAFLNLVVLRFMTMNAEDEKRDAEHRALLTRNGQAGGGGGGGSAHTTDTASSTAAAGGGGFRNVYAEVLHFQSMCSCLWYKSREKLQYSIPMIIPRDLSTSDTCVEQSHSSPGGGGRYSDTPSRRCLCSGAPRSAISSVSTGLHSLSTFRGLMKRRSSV
# SKKanGAS inh: S. pyogenes SKKanGAS growth inhibitors in kanamycin, primary screen, streptokinase expression inhibitor project, SKKanGAS strain, BacTiter-Glo luminescence | 300,000 compounds, 1.3% hits | AID 1662, 2009 | inhibition, % at 7.5 µM | 6 h;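 active means mean replicate score, as percent of positive control median, at least 50; inconclusive means mean below 50 but one replicate at or above 50; inactive means mean and every replicate below 50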;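 further: strain carries kanamycin resistance gene driven by streptokinase promoter and grows in 40 µg/ml kanamycin; loss of luminescence reflects streptokinase promoter inhibition or plain growth inhibition; 0% = median of DMSO wells and 100% = positive control at its reference dose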
# KCNQ1 inh: inhibitors of human KCNQ1 channel, primary screen, cell-based, thallium flux, high-throughput; Potassium voltage-gated channel subfamily KQT member 1 (Homo sapiens), P51787; CHO-K1 KCNQ1, FluxOR thallium flux fluorescence; active compounds read high; B-score at 10 µM; 310,000 compounds, 1.3% hits;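 active means compounds whose thallium flux B-score, printed positive for inhibition, exceeds three library SD while starting fluorescence stays within three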;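 further: channel opened by potassium depolarization with thallium stimulus after 20 min compound exposure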
# KCNQ1 act: potentiators or activators of KCNQ1 channel, primary screen, cell-based, thallium flux, high-throughput; Potassium voltage-gated channel subfamily KQT member 1 (Homo sapiens), P51787; CHO-K1 KCNQ1, thallium flux FluxOR fluorescence; active compounds read high; B-score at 10 µM; 310,000 compounds, 0.35% hits;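 active means fluorescence ratio B-score, a plate-corrected score, at least three library SD, with initial intensity B-score within 5 SD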
#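 Assay system: CHO-K1 cells stably expressing KCNQ1. Medium: assay buffer for compound exposure, DMSO matched across wells. Timing: 37 °C overnight plating, 90-min dark dye load, 20-min compound pretreatment. Signal: kinetic FluxOR fluorescence, 10 s baseline plus 110 s post-stimulus.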
# ANO1 block: TMEM16A chloride channel inhibitors, primary screen, cell-based, HTS. normalized B-score (activity score, 25-100; higher = stronger inhibition) at 10 µM. HEK293 TMEM16A/YFP iodide influx fluorescence, ionomycin. 310,000 compounds, 1.2% hits. Anoctamin-1 (Mus musculus), Q8BHY3. AID 588511, 2011;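 active means ratio plate-corrected score three or more library SD toward inhibition, starting fluorescence score within five deviations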;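 further: score derived from kinetic fluorescence span divided by baseline fluorescence per well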
# RGS4 block: RGS4 inhibitors, primary screen, cell-based, HEK293 M3R inducible RGS4, calcium flux | 310,000 compounds, 0.45% hits | B-score at 10 µM | Regulator of G-protein signaling 4 (Homo sapiens), P49798 | AID 463165, 2010 | Fluo-4 calcium flux; active compounds read high; triggered by carbachol at its EC20;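 active means B-score, a plate-corrected calcium signal, over three deviations above library mean, with baseline fluorescence within five deviations of library mean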;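 further: RGS4 expression induced by doxycycline in cells with stable M3 receptor; B-score is computed from the integrated fluorescence ratio over baseline after carbachol; higher B-score means a larger calcium signal and so more RGS4 inhibition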
# Target sequence (P49798 whole entry, looked up): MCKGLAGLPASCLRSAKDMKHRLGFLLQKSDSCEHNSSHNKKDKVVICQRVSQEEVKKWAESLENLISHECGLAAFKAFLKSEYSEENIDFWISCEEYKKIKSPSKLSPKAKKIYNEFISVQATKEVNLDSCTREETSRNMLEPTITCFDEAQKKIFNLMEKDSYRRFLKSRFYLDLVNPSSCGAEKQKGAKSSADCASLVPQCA
# An asterisk follows results filed as active; i = inactive; ? = inconclusive; / = not tested or not shown.
SMILES,hERG protect,RGS4 act,ANO1 activ,HDAC3 inhib,KCNK9 block,KCNK3 block,SKKanGAS inh,KCNQ1 inh,KCNQ1 act,ANO1 block,RGS4 block
CCOc1ccc(S(=O)(=O)N(CC(=O)Nc2cccnc2)c2ccc(F)cc2)cc1,-12,i,i,5,i,i,1,i,i,i,i
Fc1ccc(CNC(=S)NC2CCCC2)cc1,-8,i,i,-3,i,i,2,i,i,i,i
CCOc1cccc2cc(C(=O)NCCC3=CCCCC3)c(=O)oc12,-13,i,i,6,i,i,-2,i,i,i,i
COC(=O)c1ccc(NC(=O)COC(=O)CSc2nc(C)cc(C)n2)cc1,-3,i,i,/,i,i,-1,i,i,i,i
CCN(CC)CCNC(=S)Nc1ccc(Cl)cc1,-10,i,i,6,i,i,1,i,i,i,i
Cc1sc2ncnc(SCC(=O)NCC(C)C)c2c1C,0,i,i,2,i,i,0,i,i,i,i
Cc1cc(C)cc(NC(=O)C(OC(=O)Cn2cnc3c2c(=O)n(C)c(=O)n3C)c2ccccc2)c1 (configuration not stated),-12,i,i,3,i,i,-2,i,i,i,i
O=C(O)c1cccc(NC(=O)c2ccc3c(c2)C(=O)N(C2CCCCC2)C3=O)c1,-4,i,i,3,i,i,16,i,i,i,i
Cc1ccc(C)c(SCC(=O)NCC(c2ccco2)N2CCCCC2)c1 (configuration not stated),-14,i,i,-6,i,i,2,i,i,i,i
COc1ccccc1C1=Nc2cccc3cccc(c23)N1,-4,i,i,0,i,i,4,i,i,i,i
Cc1cccc2cc(CN(Cc3ccco3)C(=O)c3ccncc3)c(=O)[nH]c12,-16,i,i,8,i,-22*,1,i,i,i,i
COc1ccc(CC(=O)NCCCCc2ccccc2)cc1OC,-17,i,i,2,i,i,-3,i,i,i,i
CC(=O)c1ccc(NC(=O)C2CCCO2)cc1 (configuration not stated),-12,i,i,3,i,i,0,i,i,i,i
Cc1coc2cc3oc(=O)c(CC(=O)N4C[C@H]5C[C@@H](C4)c4cccc(=O)n4C5)c(C)c3cc12,-13,i,i,-1,i,i,-4,i,i,i,i
CCc1cc(OCCN(C)C)ccc1Cl,0,i,i,0,i,i,-1,i,i,i,i
Cc1ccc(NC(=S)NC2CC3CCCC(C2)N3Cc2ccco2)cc1 (configuration not stated),-19,i,i,-4,i,i,-9,i,i,i,i
O=C(Cc1cccc2ccccc12)NN1C(=O)C2C(C1=O)C1C=CC2C12CC2 (configuration not stated),-4,i,i,0,i,i,0,i,i,i,i
Cc1cc(OCn2ccc(C(=O)O)n2)ccc1Cl,-2,i,i,0,i,i,0,i,i,i,i
Cc1ccccc1C(=O)Nc1scc(-c2ccc(Br)cc2)c1C(=O)O,-7,i,i,-6,i,i,86*,i,i,i,i
COc1cccc(CNC(=O)CN(c2cc(C)cc(C)c2)S(=O)(=O)c2c(C)noc2C)c1,2,i,i,-3,i,i,4,i,i,i,i
CCc1cccc(C)c1NC(=S)N(CCN(C)C)Cc1cccs1,-7,i,i,2,i,i,-8,i,i,i,i
COc1cc(/C=N\NC(=O)c2ccc(-c3ccccc3)cc2)cc(OC)c1O,-4,i,i,0,i,i,27,i,i,i,i
CCCOc1ccc(CC(=O)NCC2(c3ccccc3)CCOCC2)cc1OC,-13,i,i,-5,i,i,5,i,i,i,i
Cc1nnc(N2CCC(C(=O)N3CCCCC3)CC2)c2nn(-c3ccc(Cl)cc3)c(C)c12,-8,i,i,-4,i,i,5,i,i,i,i
COC(=O)c1ccccc1NC(=O)CN1C(=O)c2ccccc2S1(=O)=O,-1,i,i,-1,i,i,2,i,i,i,i
Cc1ccc(S(=O)(=O)N2CCOCC2)cc1C(=O)Nc1nc(-c2cccnc2)cs1,0,i,i,0,i,i,-14,i,i,i,i
CC(C)(C)c1ccccc1OCCCCCNCCO,-19,i,i,1,i,i,4,i,i,i,i
CC(C)CC(C(=O)Nc1cccc(O)c1)N1C(=O)c2ccccc2C1=O (configuration not stated),-2,i,i,3,i,i,-1,i,i,i,i
CC(C)N=C(NC#N)SCc1ccc(F)cc1,-2,i,i,1,i,i,-13,i,i,i,i
Cc1ccc(S(=O)(=O)N2CCN(C(=O)COC(=O)c3ccc(O)cc3)CC2)c(C)c1,-9,i,i,-3,i,i,7,i,i,i,i
CCOc1ccc(N2CC(C(=O)Nc3ccccc3OC)CC2=O)cc1 (configuration not stated),-4,i,i,1,i,i,-4,i,i,i,i
CN(c1ccccc1)S(=O)(=O)c1cccc(NC(=O)Cn2cnc3c2c(=O)n(C)c(=O)n3C)c1,-5,i,i,-1,i,i,-1,i,i,i,i
CCCOC1CCCN(C(=O)c2cc(Cl)c(Cl)cc2C(=O)O)C1 (configuration not stated),-11,i,i,-4,i,i,-5,i,i,i,i
Cc1ccc(C(=O)NCC(=O)Nc2ccc(F)c(F)c2F)cc1,-1,i,i,8,i,i,-3,i,i,i,i
CCOc1ccc(N=c2scc(-c3ccccc3)n2CCO)cc1,-3,i,i,-4,i,i,0,i,i,i,i
COc1ccccc1OCCNC(=O)c1ccc(C)o1,-14,i,i,-11,i,i,-8,i,i,i,i
CCN(C(=O)CSc1nnc(-c2ccccc2Cl)n1C1CCCC1)C1CCS(=O)(=O)C1 (configuration not stated),1,i,i,0,i,i,0,i,i,i,i
Cc1cccc(C)c1OCC(O)CNC(C)C (configuration not stated),-4,i,i,-3,i,i,-2,i,i,i,i
Nc1nnnn1/N=C/c1ccc(Br)cc1,0,i,i,-1,i,i,-3,i,i,i,i
CCNc1nc(NCC)nc(-n2nc(C)cc2C)n1,-2,i,i,2,i,i,87*,i,i,i,i

# Rewritten as labelled records: part of the list above
COc1cc(/C=N\NC(=O)c2ccc(-c3ccccc3)cc2)cc(OC)c1O
- hERG protect: -4
- RGS4 act: i
- ANO1 activ: i
- HDAC3 inhib: 0
- KCNK9 block: i
- KCNK3 block: i
- SKKanGAS inh: 27
- KCNQ1 inh: i
- KCNQ1 act: i
- ANO1 block: i
- RGS4 block: i
CCCOc1ccc(CC(=O)NCC2(c3ccccc3)CCOCC2)cc1OC
- hERG protect: -13
- RGS4 act: i
- ANO1 activ: i
- HDAC3 inhib: -5
- KCNK9 block: i
- KCNK3 block: i
- SKKanGAS inh: 5
- KCNQ1 inh: i
- KCNQ1 act: i
- ANO1 block: i
- RGS4 block: i

# Among those listed so far, these contain bromine.
SMILES,hERG protect,RGS4 act,ANO1 activ,HDAC3 inhib,KCNK9 block,KCNK3 block,SKKanGAS inh,KCNQ1 inh,KCNQ1 act,ANO1 block,RGS4 block
Cc1ccccc1C(=O)Nc1scc(-c2ccc(Br)cc2)c1C(=O)O,-7,i,i,-6,i,i,86*,i,i,i,i
Nc1nnnn1/N=C/c1ccc(Br)cc1,0,i,i,-1,i,i,-3,i,i,i,i

# Next section.
SMILES,hERG protect,RGS4 act,ANO1 activ,HDAC3 inhib,KCNK9 block,KCNK3 block,SKKanGAS inh,KCNQ1 inh,KCNQ1 act,ANO1 block,RGS4 block
OCCN(Cc1ccccc1)CC1CCCCC1,-14,i,i,-5,i,i,0,i,i,i,i
O=C(COC(=O)COc1ccccc1[N+](=O)[O-])NC1CCCC1,-6,i,i,-2,i,i,15,i,i,i,i
Cc1c(OCC(=O)NCCCN2CCOCC2)ccc2c(-c3ccccc3)cc(=O)oc12,-2,i,i,6,i,i,-1,i,i,i,i
CSc1nc2nc(-c3ccccc3)cc(C(F)(F)F)n2n1,-4,i,i,-10,i,i,-3,i,i,i,i
Cc1cc(C)cc(NC(=O)c2ccc(S(=O)(=O)C(F)F)cc2)c1,-17,i,i,5,i,i,-5,i,i,i,i
CCOC(=O)C(/C(C)=N/NC(=O)C1CC1c1ccccc1)C(C)C (configuration not stated),-8,i,i,-3,i,i,5,i,i,i,i
Cc1ccc(C)c(S(=O)(=O)N2CCC3(CC2)OCCN3S(=O)(=O)c2cccs2)c1,-8,i,i,-1,i,i,-17,i,i,i,i
CCOC(=O)c1sc2nc3c(cc2c1N)C(=O)CC(C)(C)C3,-9,i,i,1,i,i,0,i,i,i,i
Cc1ccc(CC2C(=O)N(c3ccc(C)cc3)C(=O)C2C)cc1 (configuration not stated),-3,i,i,0,i,i,-1,i,i,i,i
CCOc1ccccc1/C=N/Nc1cc(C)nc2ccc(C)cc12,-7,i,i,-7,i,i,1,i,i,i,i
C/C(=N\NC(=O)c1ccc(OC2CCCC2)cc1)c1ccc(C)s1,-7,i,i,-12,i,i,-5,i,i,i,i
COc1ccc(NC(=O)CSc2nnnn2Cc2ccccc2)cc1,-7,i,i,-7,i,i,-8,i,i,i,i
COc1cccc(NC(=O)CN(C)C(=O)COc2cc(C)ccc2Cl)c1,-9,i,i,-5,i,i,1,i,i,i,i
Cc1cccc(C)c1NC(=O)c1ccc(-c2ccc(Cl)cc2Cl)o1,-8,i,i,2,-16*,-9*,32,7*,i,i,i
COc1ccc(COC(=O)N/N=C(\C)CC(=O)Nc2c(C)cc(C)cc2C)cc1,-1,i,i,7,i,i,-1,i,i,i,i
Cc1ccc(CNC(=O)c2ccc3c(c2)NC(=O)CS3)cc1,-5,i,i,-4,i,i,9,i,i,i,i
COc1cccc(CN2CC(C(=O)NCCn3ccc(C)n3)CCC2=O)c1 (configuration not stated),-9,i,i,?,i,i,-6,i,i,i,i
CCOc1cccc(-c2nnc3sc(-c4ccco4)nn23)c1,2,i,i,6,i,i,1,i,i,i,i
O=C(NC1CCCCC1)c1cc(S(=O)(=O)N2CCOCC2)ccc1Cl,-6,i,i,4,i,i,7,i,i,i,i
CC(C)(C)OC(=O)NCCc1nnc(SCc2ccccc2)o1,-8,i,i,0,i,i,-7,i,i,i,i

# Screening data: PubChem BioAssay, several laboratories
